# ERp5 block: inhibitors of human ERp5. inhibition, % at 9.99 µM. Q15084. ERp5 insulin aggregation, absorbance 650 nm, 90 min. 350,000 tested, 0.05% active. AID 651711;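 active = mean replicate inhibition above about 25%, with every replicate also reaching it, limit read from the data, passing the limit was not always enough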
# Target sequence (Q15084 whole entry, looked up): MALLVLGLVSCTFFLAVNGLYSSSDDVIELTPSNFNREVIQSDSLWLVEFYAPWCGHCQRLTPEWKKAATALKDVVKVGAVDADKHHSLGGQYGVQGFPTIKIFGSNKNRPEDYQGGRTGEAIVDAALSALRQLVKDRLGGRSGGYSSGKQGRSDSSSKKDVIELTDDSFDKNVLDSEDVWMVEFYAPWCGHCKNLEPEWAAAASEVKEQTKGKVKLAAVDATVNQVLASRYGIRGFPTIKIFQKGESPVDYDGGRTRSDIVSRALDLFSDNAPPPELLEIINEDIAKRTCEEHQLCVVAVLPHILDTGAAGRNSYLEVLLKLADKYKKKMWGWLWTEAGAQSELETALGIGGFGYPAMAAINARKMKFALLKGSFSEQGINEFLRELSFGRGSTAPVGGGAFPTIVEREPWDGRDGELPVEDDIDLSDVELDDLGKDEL
# DENV2 CPE rescue: protects cells from dengue virus 2 cytopathic effect. DENV2-infected cells, cytopathic effect rescue, plate reader. CPE inhibition, % at 9.99 µM. 350,000 tested, 1.7% active; in the data active = CPE inhibition above about 20%, passing the limit was not always enough; tested in BHK-21 cells;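 note: 0% = median of neutral control wells and 100% = median of positive control wells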
# EWS-Fli inh: EWS/Fli transcriptional activity inhibition; A673 NR0B1-luciferase reporter, viability-normalised; inhibition, % at 12.6 µM; 350,000 tested, 0.67% active;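 active = mean inhibition of at least 50% after viability correction, with every replicate also passing that limit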;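 note: firefly luciferase signal divided by Alamar Blue viability fluorescence both relative to DMSO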
# ARNT TACC3 PPI: ARNT/TACC3 interaction disruption; 390,000 tested, 0.66% active; Q9Y6A5; inhibition, % at 9.99 µM; AlphaScreen His-ARNT PAS-B/GST-TACC3 binding, luminescence; TACC3 fragment carries E629A point mutation;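 active = mean inhibition of replicates at least 50% and at least half of replicates each reaching 50%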;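 note: 0% = complete ARNT plus TACC3 wells and 100% = ARNT alone without TACC3; many hits fall short of the cut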
# CFTR F508del cor: correctors of CFTR F508del function in bronchial epithelial cells. CFBE cells, YFP halide quenching; stimulated with forskolin plus potentiator P3; % fluorescence drop versus neutral controls. AID 720511. activity (quench increase), % at 7.58 µM. 350,000 tested, 0.36% active;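 active = mean added fluorescence quench of at least 8% versus neutral control, with both replicates also reaching 8%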;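 note: cells transiently co-express mutant CFTR-F508del with the halide-sensitive YFP; corrector assay measuring rescue of mutant channel to the surface after 24 h compound exposure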
# Xi reactivation: reactivates the inactive X chromosome in mouse fibroblasts. XiGFP mouse fibroblasts, % GFP-positive cells imaging, 3 d; cells co-treated with 5-aza-dC sensitizer; scaled so ellipticine positive control = 100%. activation, % at 7.58 µM. 360,000 tested, 0.055% active. AID 743238;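 active = mean normalized replicate activation at least 10% and every replicate at or above 10%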;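 note: 0% = median of on-plate neutral control wells and 100% = ellipticine 6 µM median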
#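 Material: XiGFP fibroblasts, SV40-immortalized. Buffer or medium: DMEM plus 5-aza-dC sensitizer. Compound: single concentration per compound, delivered by pin transfer. Times: 3 days compound exposure. Controls: ellipticine 6 µM.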
# PAX8 reporter: PAX8 transcriptional activity inhibition | RMG-I TPO-luciferase reporter, SteadyGlo, 24 h | inhibition, % at 12.6 µM | 360,000 tested, 1.2% active;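 active = mean replicate inhibition at least 60% with every replicate also reaching 60%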;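 note: luciferase light reporting Pax8 driven TPO promoter activity; plate controls were median of neutral control wells for no effect and mitoxantrone controls for full effect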
# GSIS activator: GLuc luminescence reporter in INS-1E cells, primary screen for activators of glucose-dependent secretion of insulin | INS-1E GLuc reporter insulin secretion, 2-3 h | activation, % at 16.6 µM | 370,000 tested, 0.61% active;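 active = lowest replicate activation of at least 40%, so every replicate reaches that level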;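 note: 0% = median of neutral control wells and 100% = median of IBMX positive control wells; some compounds called inactive have numbers as strong as hits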
# Active calls of the source: *; / = not tested or not shown. Compounds were not picked by outcome; any-hit rate near 4.2%.
1	O=C(N/N=C/c1cc2ccccc2nc1Cl)[C@H]1C[C@@H]1c1ccccc1
2	O=C1c2ccccc2/C(=C\c2ccc(Br)nc2)N1c1ccccc1
3	COc1ccc(NC(=O)CSc2c3c(nc4ccccc24)CCCC3)c(OC)c1
4	O=C(C[n+]1ccc(/C=N/O)cc1)NC1CCCCC1
5	CO[C@@H](CN(C)S(=O)(=O)c1ccc(C)cc1)[C@@H](C)CN(Cc1ccccc1Cl)[C@H](C)CO
6	COc1ccccc1NS(=O)(=O)c1cccc(C(=O)NNC(=O)c2ccc(Cl)nc2)c1
Screen / compound no.	1	2	3	4	5	6
ERp5 block	/	-5.1	/	-0.3	-0.6	-7.8
DENV2 CPE rescue	/	47.2*	/	-7.4	-2.2	-5.2
EWS-Fli inh	/	-2.9	/	1.8	14.8	-22.8
ARNT TACC3 PPI	6.0	/	0.4	/	3.2	-5.2
CFTR F508del cor	/	0.2	/	-1.3	4.9	0.7
Xi reactivation	0.7	-0.1	0.1	0.2	0.0	0.7
PAX8 reporter	7.7	30.7	-12.3	4.5	/	9.4
GSIS activator	-12.8	7.0	5.1	-13.8	-0.7	-2.5

7	COc1ccc2c3c(n(C)c2c1)[C@H](CO)N(C(C)=O)CC31CCN(Cc2ccc(Cl)cc2)CC1
8	CN(C)S(=O)(=O)c1ccc(Cl)c(C(=O)Nc2ccccc2[N+](=O)[O-])c1
9	CC1(C)CC(=O)C(C(N)=NC(=O)c2ccc([N+](=O)[O-])cc2)=C(O)C1
10	COCCNC(=S)NCc1cccs1
11	N#Cc1nc(-c2ccc(F)cc2)oc1NCc1ccccc1
12	CO[C@H]1CC[C@@H]2CCN(C)C(=O)[C@@H](C)CN(C)C(=O)c3cc(C#N)ccc3OC[C@H]1O2
Screen / compound no.	7	8	9	10	11	12
ERp5 block	1.1	-41.9	-5.8	1.6	4.8	/
DENV2 CPE rescue	9.1	2.1	-3.6	9.8	7.4	-4.2
EWS-Fli inh	-1.8	-8.0	4.0	-4.1	-9.6	1.5
ARNT TACC3 PPI	/	-0.9	-0.7	0.3	36.6	-6.9
CFTR F508del cor	7.4	/	0.2	-4.6	0.9	/
Xi reactivation	0.2	0.1	0.1	0.0	0.4	0.5
PAX8 reporter	/	-12.3	-0.4	2.8	-49.2	-2.6
GSIS activator	1.1	13.6	7.1	8.7	-0.3	7.5

13	NC(=O)c1ccc(NC(=O)CNCc2ccccc2Cl)cc1
14	C=CCN1CCN(C(=O)c2cc3c(s2)CCCC3)CC1
15	COc1ccc2c3c(n(C)c2c1)[C@@H](CO)N(C(=O)c1cccnc1)CC31CN(C)C1
16	COc1ccccc1NC(=S)N(CCN1CCOCC1)Cc1ccccc1F
17	CC(C)NC(=O)N(C)C[C@H]1Oc2cc(C#CC(C)(C)O)ccc2S(=O)(=O)N([C@@H](C)CO)C[C@@H]1C
18	O[C@@H]1CN(CC2CCCCC2)[C@@H](c2ccc(Cl)cc2)C[C@H]1n1cc(C2CC2)nn1
Screen / compound no.	13	14	15	16	17	18
ERp5 block	-0.1	-3.9	/	2.3	-8.4	-2.3
DENV2 CPE rescue	-2.5	3.9	-0.3	-2.4	0.7	-9.9
EWS-Fli inh	-1.8	-17.1	4.8	12.2	-4.8	12.0
ARNT TACC3 PPI	4.9	-6.8	/	-5.6	-4.5	/
CFTR F508del cor	0.2	-0.6	-2.9	-1.5	1.7	-3.5
Xi reactivation	0.0	0.1	0.4	0.1	-0.4	0.3
PAX8 reporter	14.6	-37.3	/	-1.0	/	21.2
GSIS activator	17.4	-1.9	-1.8	-13.4	0.3	/

19	COc1ccc(C(C)(C)C)cc1NC(=O)COc1ccc(-c2nnco2)cc1
20	CCS(=O)(=O)Nc1ccc2c(c1)C(=O)N(C)C[C@@H](OC)[C@@H](C)CN(Cc1ccccn1)[C@H](C)CO2
21	Cc1[nH]c2ccccc2c1/C=N/NC(=O)CNC(=O)c1ccc2c(c1)OCO2
22	O=S(=O)(Nc1ccc(Cl)cn1)c1cnc(Cl)c(Br)c1
23	Cc1cc(Oc2ncccc2[N+](=O)[O-])c2cc(Cl)ccc2n1
24	Cc1ccc(Sc2cnccc2C#N)cc1
Screen / compound no.	19	20	21	22	23	24
ERp5 block	0.3	-1.0	0.9	-2.0	0.7	5.9
DENV2 CPE rescue	-5.0	-1.9	-2.4	-1.5	5.8	1.4
EWS-Fli inh	4.0	2.6	2.2	-2.0	8.2	1.2
ARNT TACC3 PPI	-0.3	0.4	-1.1	-1.4	-7.6	-22.1
CFTR F508del cor	0.7	-2.2	1.3	-0.7	-1.6	3.0
Xi reactivation	0.1	0.1	0.1	0.0	0.8	-0.1
PAX8 reporter	21.5	6.7	23.1	20.1	-94.9	15.0
GSIS activator	7.8	6.4	-5.9	-2.0	-7.2	-4.7

25	CO[C@H]1CN(C)C(=O)c2ccc(NC(=O)Nc3ccc(C(F)(F)F)cc3)cc2OC[C@@H](C)NC[C@H]1C
26	CC(=O)NC(c1ccccc1)c1nc(-c2csc3ccccc23)cs1 (stereo not drawn)
27	CS(=O)(=O)c1ccccc1C(=O)N(CCc1ccccc1)Cc1ccccc1
28	COc1ccccc1C(CNC(=O)C1CC(=O)N(Cc2ccccc2)C1)N1CCCC1 (stereo not drawn)
29	CCOc1ccc(CCNC(=O)c2nccnc2C(=O)O)cc1OCC
30	Cn1c(SCC(=O)NC(=O)CN2CCCC2=O)nnc1-c1ccc(F)cc1
Screen / compound no.	25	26	27	28	29	30
ERp5 block	-0.4	-0.7	4.7	-2.7	2.7	7.8
DENV2 CPE rescue	-6.3	-8.3	-1.3	-0.9	4.6	/
EWS-Fli inh	6.0	-0.6	-6.3	-3.2	1.8	2.9
ARNT TACC3 PPI	2.1	/	10.1	-32.8	5.9	-9.1
CFTR F508del cor	2.0	1.8	-0.8	1.1	-0.4	2.5
Xi reactivation	-0.2	0.0	0.0	-0.1	0.0	0.3
PAX8 reporter	10.8	7.0	6.1	0.5	3.0	9.4
GSIS activator	-15.1	/	-12.1	/	1.9	14.8

31	COc1cccc(NC(=O)C[C@H]2CC[C@@H]3[C@@H](COc4ccc(NC(=O)C5CCOCC5)cc4C(=O)N3C)O2)c1
32	COc1cc(-c2nc3ccccn3c2/N=C/c2cccc(F)c2)ccc1O
33	O=C(CC[C@H]1O[C@@H](n2ccc(=O)[nH]c2=O)[C@H](O)[C@@H]1O)N1CCN(c2ccccn2)CC1
34	CN(C)c1nc(NCc2ccccc2)nc(SCC(=O)Nc2ccccc2Cl)n1
35	CCc1nc2ccc(C(=O)Nc3cccc(OCC(=O)N(C)C)c3)cn2c1N(CC)CCN(C)C
36	COc1ccc(C(C(=O)NC(C)(C)C)N(C(=O)CNC(=O)c2cccs2)c2ccc(C(C)C)cc2)cc1OC (stereo not drawn)
Screen / compound no.	31	32	33	34	35	36
ERp5 block	3.3	-0.8	-6.8	6.9	0.5	-0.7
DENV2 CPE rescue	0.5	6.4	-12.0	0.5	7.2	/
EWS-Fli inh	0.7	-33.9	-2.9	9.3	-0.8	5.0
ARNT TACC3 PPI	-2.7	-1.6	/	1.1	/	-0.3
CFTR F508del cor	-2.8	-1.4	-3.5	/	2.2	-0.8
Xi reactivation	0.4	0.0	0.0	0.1	0.0	/
PAX8 reporter	10.0	-3.5	0.6	-18.6	2.7	/
GSIS activator	-2.6	6.0	2.1	-9.7	-1.1	-7.5

37	Cc1ccccc1N1C(=O)c2cccc3cccc(c23)C1=O
38	Cc1c(C)c2ccc(OCC(=O)N3CCN(C(=O)C4COc5ccccc5O4)CC3)cc2oc1=O (stereo not drawn)
39	CC(=O)c1ccc([N+](=O)[O-])c(CS(=O)(=O)c2ccc(Cl)cc2)c1
40	Cc1cccc(NC(=O)CSc2nccn2Cc2ccco2)c1C
41	COCC(=O)N1[C@H](CO)[C@H]2c3ccccc3N(C(=O)C3CC3)C[C@H]21
42	C[C@@H]1CN([C@H](C)CO)S(=O)(=O)c2ccc(C#Cc3ccccc3)cc2O[C@@H]1CN(C)C
Screen / compound no.	37	38	39	40	41	42
ERp5 block	0.8	-6.3	-6.3	-3.2	-1.9	-6.0
DENV2 CPE rescue	0.5	0.6	0.6	4.4	4.2	-7.8
EWS-Fli inh	-10.6	/	4.9	-24.4	-2.4	-3.3
ARNT TACC3 PPI	0.4	2.5	-12.6	8.6	-9.7	15.3
CFTR F508del cor	2.4	-0.2	1.4	1.9	1.9	2.1
Xi reactivation	0.4	0.0	0.0	0.0	0.3	0.1
PAX8 reporter	-11.3	-11.8	-1.2	-49.1	9.7	/
GSIS activator	-27.5	-9.6	-3.5	8.2	2.9	-2.6

# Part of the list above, bar-delimited.
cpd | molecule | ERp5 block | DENV2 CPE rescue | EWS-Fli inh | ARNT TACC3 PPI | CFTR F508del cor | Xi reactivation | PAX8 reporter | GSIS activator
37 | Cc1ccccc1N1C(=O)c2cccc3cccc(c23)C1=O | 0.8 | 0.5 | -10.6 | 0.4 | 2.4 | 0.4 | -11.3 | -27.5
38 | Cc1c(C)c2ccc(OCC(=O)N3CCN(C(=O)C4COc5ccccc5O4)CC3)cc2oc1=O (stereo not drawn) | -6.3 | 0.6 | / | 2.5 | -0.2 | 0.0 | -11.8 | -9.6
39 | CC(=O)c1ccc([N+](=O)[O-])c(CS(=O)(=O)c2ccc(Cl)cc2)c1 | -6.3 | 0.6 | 4.9 | -12.6 | 1.4 | 0.0 | -1.2 | -3.5
40 | Cc1cccc(NC(=O)CSc2nccn2Cc2ccco2)c1C | -3.2 | 4.4 | -24.4 | 8.6 | 1.9 | 0.0 | -49.1 | 8.2

# (next part)
43	O=C(Nc1ccc2c(c1)OCCO2)C(CCc1ccccc1)N1CCC(Cc2ccccc2)CC1 (stereo not drawn)
44	O=C(NCC[C@H]1CC[C@H](NS(=O)(=O)c2ccc(Cl)cc2)[C@H](CO)O1)Nc1ccc(F)cc1
45	c1cncc(CSc2nnc3ccc(-c4ccncc4)nn23)c1
46	COc1ccccc1-c1ccc2c(c1)[C@H]1[C@H](CCN1S(=O)(=O)c1cccc(C)c1)[C@@H](CO)N2
47	COc1cc(CCC(=O)OCC(=O)NCCc2ccc(S(N)(=O)=O)cc2)cc(OC)c1OC
48	CCC(=O)Nc1ccc2c(c1)OC[C@H](C)N(CC1CCCCC1)C[C@@H](C)[C@H](OC)CN(C)C2=O
Screen / compound no.	43	44	45	46	47	48
ERp5 block	-4.7	0.7	1.5	4.4	-6.0	/
DENV2 CPE rescue	-17.6	-0.7	4.2	-19.8	-3.7	/
EWS-Fli inh	-45.5	-5.9	19.0	8.1	6.2	3.5
ARNT TACC3 PPI	/	/	6.9	5.8	-3.4	/
CFTR F508del cor	2.3	-0.9	-0.4	2.1	1.6	2.5
Xi reactivation	-0.1	0.5	0.0	0.2	-0.3	-0.6
PAX8 reporter	-66.3	-24.1	-1.4	22.5	11.2	-0.4
GSIS activator	-26.6	-11.0	40.6	-31.3	20.8	-28.4

49	C/C=C\C=C/C(=O)Nc1cccc(C2=NOC3(C2)C[C@@H](C(N)=O)N(C(=O)c2ccc(Cl)cc2)C3)c1 (stereo partly drawn)
50	COCCn1c(COc2cccc(OC)c2)nnc1SCC(=O)NC1CCCC1
51	Cc1ccc(NC(=O)c2cc(-c3ccc(F)cc3)on2)cc1C
52	Cc1ccc(CNC(=O)c2ccc(N3CCC4(CC3)CC(c3ccccc3)=NO4)c([N+](=O)[O-])c2)cc1
53	CC1CCCC(C)N1C(=O)COC(=O)c1ccccc1C(=O)c1ccccc1 (stereo not drawn)
Screen / compound no.	49	50	51	52	53
ERp5 block	-1.0	-0.5	-1.1	3.2	3.5
DENV2 CPE rescue	-8.4	-0.8	19.1	-23.4	6.1
EWS-Fli inh	0.2	4.1	-57.0	3.1	-0.8
ARNT TACC3 PPI	0.0	-0.7	-1.7	-2.7	/
CFTR F508del cor	-0.6	0.9	-0.2	-4.5	-2.6
Xi reactivation	0.1	0.0	0.1	0.1	0.1
PAX8 reporter	-19.9	1.9	-25.3	-1.5	-7.4
GSIS activator	6.0	9.7	-16.4	4.6	4.5
